tim23-1 inh – growth inhibitors of tim23-1 mutant yeast; S. cerevisiae tim23-1 growth, BacTiter-Glo luminescence, 24 h; inhibition, % at 20 µM; 330,000 compounds, 1.3% hits; AID 463212;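 active = growth inhibition of the mutant yeast at or above 50%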;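 note: temperature-sensitive mutant grown at 25 °C; plate controls were DMSO-treated mutant yeast for no effect and medium wells lacking yeast for full effect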
Mdm2 MdmX PPI – inhibitors of human Mdm2/MdmX interaction; SaOS-2 split-luciferase Mdm2/MdmX complementation, luminescence; O15151+Q00987; inhibition, % at 8 µM; 330,000 compounds, 3% hits; AID 485346;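 active = inhibition of at least 50% at 8 µM in the primary screen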
Target sequence (O15151 whole entry, looked up): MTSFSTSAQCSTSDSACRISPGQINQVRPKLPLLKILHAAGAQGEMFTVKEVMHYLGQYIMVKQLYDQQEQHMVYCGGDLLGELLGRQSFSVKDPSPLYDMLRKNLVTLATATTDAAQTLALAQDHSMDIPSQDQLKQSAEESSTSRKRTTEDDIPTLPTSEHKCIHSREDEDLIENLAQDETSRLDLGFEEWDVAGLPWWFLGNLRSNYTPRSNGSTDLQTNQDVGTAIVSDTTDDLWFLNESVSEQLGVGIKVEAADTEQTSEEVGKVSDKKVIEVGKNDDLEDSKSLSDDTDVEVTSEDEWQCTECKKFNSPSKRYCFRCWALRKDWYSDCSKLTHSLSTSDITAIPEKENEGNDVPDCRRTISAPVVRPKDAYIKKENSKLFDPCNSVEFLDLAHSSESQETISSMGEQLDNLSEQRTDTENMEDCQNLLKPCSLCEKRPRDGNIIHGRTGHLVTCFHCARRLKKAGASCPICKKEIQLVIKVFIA
Target sequence (Q00987 whole entry, looked up): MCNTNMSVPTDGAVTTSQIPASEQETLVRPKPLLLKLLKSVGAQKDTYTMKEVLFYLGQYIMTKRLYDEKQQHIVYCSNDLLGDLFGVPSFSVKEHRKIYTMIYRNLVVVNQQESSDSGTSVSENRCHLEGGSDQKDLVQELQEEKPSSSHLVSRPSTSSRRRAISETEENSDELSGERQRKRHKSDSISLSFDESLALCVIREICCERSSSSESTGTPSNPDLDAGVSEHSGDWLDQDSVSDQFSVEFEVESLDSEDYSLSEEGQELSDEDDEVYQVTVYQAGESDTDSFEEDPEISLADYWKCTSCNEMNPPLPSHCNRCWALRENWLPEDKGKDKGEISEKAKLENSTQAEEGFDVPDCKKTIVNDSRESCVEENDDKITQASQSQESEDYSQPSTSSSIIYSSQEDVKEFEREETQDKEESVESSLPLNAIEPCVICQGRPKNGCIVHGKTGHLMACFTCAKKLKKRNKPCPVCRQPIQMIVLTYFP
CXCR6 block – inhibitors of human CXCR6 receptor; AID 602244; O00574; inhibition, % at 20 µM; 360,000 compounds, 0.36% hits; CHO-K1 PathHunter CXCR6 beta-arrestin, luminescence; in the data active = inhibition above about 34%, passing the limit was not always enough;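 note: antagonist mode with CXCL16 agonist at 10 nM final; 0% = 10 nM CXCL16 with DMSO and 100% = unstimulated wells without agonist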
EBI2 antag – blocks human EBI2 receptor beta-arrestin signaling | P32249 | EBI2 beta-arrestin recruitment, luminescence, 7a,25-OHC stimulated | inhibition, % at 5 µM | 360,000 compounds, 0.81% hits; in the data active = inhibition above about 38%;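 note: enzyme fragment complementation signal reports receptor beta-arrestin coupling in cells; 0% = agonist plus DMSO wells and 100% = wells without agonist; some results beyond the cut were filed as inactive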
XBP1 UPR activ – adaptive UPR (XBP1) activation | AID 463104 | CHO-XBP1 luciferase reporter, IRE1-XBP1 UPR activation, luminescence; percent of tunicamycin response, DMSO as zero | activation, % at 20 µM | 330,000 compounds, 0.33% hits;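 active = versus positive control, 20 µM dose yields 30% or more activation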;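 note: 100% = tunicamycin at 10 µg/mL and 0% = DMSO only wells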
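Signal: luciferase luminescence; Assay system: CHO-XBP1 luciferase reporter cells; Amount: one thousand reporter cells per well; Dosing: 20 µM single concentration, DMSO 1%; Benchmarks: high control tunicamycin 10 µg/mL final, low control DMSO vehicle only; Schedule: 6 h compound exposure at 37 °C, 5% CO2; Evaluation: percent activation relative to tunicamycin reference.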
CCR6 antag – antagonists of human CCR6 receptor; CHO-K1 CCR6 PathHunter beta-arrestin, luminescence, CCL20-stimulated; inhibition, % at 20 µM; 340,000 compounds, 0.49% hits; AID 493098;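 active = compounds whose inhibition of the agonist-driven luminescence signal at 20 µM reaches about 50%, limit read from the data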;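 note: cells stimulated with CCL20 at 14 nM final; plate controls were DMSO with CCL20 for no effect and DMSO without agonist for full effect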
APJ ag – activates the human apelin receptor APJ; 330,000 compounds, 0.11% hits; activation, % at 20 µM; CHO-K1 APJ PathHunter beta-arrestin, luminescence; 0% DMSO wells, 100% apelin;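 active = activation more than six SD over the plate average, tested at 20 µM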;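 note: 0% = DMSO alone and 100% = apelin-13 at 10 nM; some results filed as inactive read as strong as hits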
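Material: engineered CHO-K1 APJ arrestin reporter cells; amount: 1000 CHO-K1 reporter cells seeded per well; incubation: compound stimulation 90 min at 25 °C, detection 60 min; signal: luminescent beta-gal fragment complementation, chemiluminescent substrate; read-out basis: APJ agonist activity; controls: DMSO-only wells as negative, 10 nM Apelin-13 as positive control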
UPR CHOP act – apoptotic UPR (CHOP) activation. activation, % at 10 µM. 330,000 compounds, 0.34% hits. AID 449763. CHO-CHOP luciferase reporter, luminescence; percent of tunicamycin response over DMSO baseline;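 active = at 10 µM dose, activation of 40% or more, normalized to positive control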;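 note: 100% = tunicamycin at 10 µg/mL and 0% = DMSO alone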
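Assay system: CHO cells with stable CHOP pathway luciferase reporter; Buffer or medium: F12 plus 10% serum; Times: 16-18 h cell attachment, then 6 h compound exposure, 37 °C; Signal: luciferase luminescence; Read-out basis: percent activation relative to tunicamycin control; Control set: tunicamycin high control, DMSO low control.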
APJ antag – APJ receptor antagonism; P35414; CHO-K1 APJ beta-arrestin complementation, luminescence; inhibition, % at 20 µM; 330,000 compounds, 0.32% hits; AID 2521;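 active = inhibition above about 40% at 20 µM, limit read from the data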;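 note: cells challenged with 10 nM apelin-13 agonist together with compound; plate controls were apelin-13 plus DMSO wells for no effect and DMSO wells lacking apelin-13 for full effect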
* marks the source's active call; other numbers are inactive results. A portion of the library. The share of hits here may be higher or lower than overall.

SMILES	tim23-1 inh	Mdm2 MdmX PPI	CXCR6 block	EBI2 antag	XBP1 UPR activ	CCR6 antag	APJ ag	UPR CHOP act	APJ antag
COc1cc(C(=O)Nc2ccc(S(=O)(=O)Nc3cc(C)nc(C)n3)cc2)cc(OC)c1OC	12	14	-5	-6	-2	13	-1	2.0	-7
Cc1ccc2c(COC(=O)c3c(C)noc3C)cc(=O)oc2c1	-9	7	1	6	0	13	-1	0.1	2
O=C(O)C1(c2ccccc2)CCN(S(=O)(=O)c2cccc(Cl)c2)CC1	14	13	4	-19	-2	3	1	2.3	2
CCOCCCNS(=O)(=O)c1ccc(NC(=O)c2ccccc2)cc1	10	9	0	-4	-1	-33	1	-1.0	2
O=C(NC(=S)NCCc1ccccc1)c1ccco1	56*	3	2	3	4	16	-5	2.5	-1
NC(N)=NN=C1CCCCCCCCCCC1	-29	60*	-4	-8	-1	-9	1	0.9	-3
Cc1ccnc(NC(=S)NC(=O)c2cncc(Br)c2)c1	35	-56	2	-15	1	5	1	4.1	-4
CCCn1c(Sc2nc3c(c(=O)[nH]c(=O)n3C)n2CCC)nc2c1c(=O)[nH]c(=O)n2C	-1	19	3	8	-3	6	-2	1.4	16
C=CCNC(=S)NNc1nc(Nc2ccccc2)nc(N2CCCCC2)n1	14	6	-5	0	-1	-8	-2	5.4	7
CN(c1ccc(C(=O)Nc2cccnc2)cc1)S(=O)(=O)c1ccc(Cl)cc1	7	8	-9	-5	-5	13	1	-1.2	-7
CCCCn1c(N)c(N(CCOC)C(=O)COC(=O)c2ccccc2OCC)c(=O)[nH]c1=O	-3	-4	0	-3	0	12	3	1.0	-7
CCCC(c1nnnn1Cc1cccs1)N1CCN(C)CC1 (configuration not stated)	15	-32	-2	-12	1	9	-1	-0.7	1
CCc1noc(C)c1C(=O)Nc1nc2ccc(F)cc2s1	36	-45	8	-20	9	-15	-1	2.9	27
CC1CC(C)(C)CC2(C1)NC(=O)N(CC(=O)Nc1ccc3[nH]c(=O)[nH]c3c1)C2=O (configuration not stated)	6	22	5	5	-1	8	2	-0.5	14
CCC/C(O)=C1\C(=O)CC(c2ccccc2)CC1=NCCc1c(C)[nH]c2ccc(C)cc12 (configuration not stated)	13	16	9	9	-3	9	-3	2.8	10
Cc1cccc(C)c1NC(=O)Cn1c(=O)n(CCC(=O)NCc2ccco2)c(=O)c2sccc21	1	-15	-4	-5	-1	2	1	-0.8	15
COc1ccc(C)cc1NC(=O)CCC(=O)Nc1nnc(C(F)(F)F)s1	-16	5	-10	-5	0	-12	-5	-2.0	11
COc1cc(/C=N/NC(=O)c2ccccc2O)ccc1OCC(=O)Nc1ccccc1	-19	-29	-2	7	-4	11	0	11	-1
COc1ccc(C(=O)CC(=O)c2ccccc2O)cc1OC	18	-9	2	-2	-2	12	2	7.5	-51
Cc1ccc(-c2cc(C(F)F)n3ncc(C(=O)NN4CCCCC4)c3n2)cc1	-3	16	-2	9	1	-8	0	0.4	-1
COC(=O)C[C@H]1c2cc(F)ccc2S(=O)(=O)N1Cc1ccccc1OC	15	-4	0	-3	0	14	-4	1.3	17
COCCNC(=O)CN1C(=O)CSc2ccc(S(=O)(=O)N3CCOCC3)cc21	-14	8	-2	-6	-4	8	1	-1.3	20
Cc1ccc(C)n1NC(=O)c1ccc(Cl)cc1	7	-3	0	5	-2	8	12	-2.4	4
CCc1cc2c(N[C@@H](Cc3ccccc3)C(=O)O)ncnc2s1	-1	19	1	1	-4	5	-4	-0.7	-17
Cc1ccc(-n2c(SCC3CCCCO3)nnc2-c2ccco2)cc1 (configuration not stated)	14	27	1	-4	-2	18	-4	0.1	32

For reference, some entries already given:
SMILES	tim23-1 inh	Mdm2 MdmX PPI	CXCR6 block	EBI2 antag	XBP1 UPR activ	CCR6 antag	APJ ag	UPR CHOP act	APJ antag
COCCNC(=O)CN1C(=O)CSc2ccc(S(=O)(=O)N3CCOCC3)cc21	-14	8	-2	-6	-4	8	1	-1.3	20
Cc1ccc(C)n1NC(=O)c1ccc(Cl)cc1	7	-3	0	5	-2	8	12	-2.4	4
CCc1cc2c(N[C@@H](Cc3ccccc3)C(=O)O)ncnc2s1	-1	19	1	1	-4	5	-4	-0.7	-17
Cc1ccc(-n2c(SCC3CCCCO3)nnc2-c2ccco2)cc1 (configuration not stated)	14	27	1	-4	-2	18	-4	0.1	32

Next section
SMILES	tim23-1 inh	Mdm2 MdmX PPI	CXCR6 block	EBI2 antag	XBP1 UPR activ	CCR6 antag	APJ ag	UPR CHOP act	APJ antag
CCc1ccccc1NC(=O)/C(=C/c1ccco1)c1ccccc1	29	10	2	18	-4	-2	-2	-5.0	-12
CCN(CC)CCC#CC1(O)c2ccccc2-c2ccccc21	8	21	2	-7	0	11	-4	0.6	19
Cc1ccc(SCC(=O)Nc2ccc(S(N)(=O)=O)cc2)cc1	10	7	2	0	-1	5	-1	-0.5	8
CCCn1c(N)c(C(=O)CSc2nnc(-c3cccnc3)n2-c2ccc(C)cc2C)c(=O)[nH]c1=O	-1	10	-14	-1	-3	18	-3	0.3	12
CC(C)Oc1ccccc1/C=N/Nc1ccccc1[N+](=O)[O-]	15	7	12	26	-2	36	-5	1.4	19
CC(NC(=O)COC(=O)C1=NN(c2ccccc2)C(=O)CC1)c1ccccc1 (configuration not stated)	-12	14	7	-6	0	1	-4	0.5	13
O=C(Cc1cccc(NC(=O)C2CCCN(C(=O)CCc3ccccc3)C2)c1)Nc1cccc(C(=O)N2CCCC2)c1 (configuration not stated)	10	11	-1	-2	-2	4	-3	-1.2	10
CN(Cc1cccnc1)C(=O)CNC(=O)COc1ccccc1	1	-8	-2	1	1	17	0	1.7	13
COc1cc(/C=C/c2cc(C(F)(F)F)[nH]c(=O)n2)cc(OC)c1OC	18	49	-1	-9	-3	11	-2	0.6	-1
Cc1ccccc1OC1CCN(C(=O)C2CCC(=O)N(C3CCCC3)C2)CC1 (configuration not stated)	7	7	-2	-22	-6	13	2	-1.5	11
COc1cccc(/C=N/NC(=O)CSCC(=O)Nc2ccccc2)c1O	3	52*	0	0	0	-5	0	-0.7	12
CN(c1ccccc1)S(=O)(=O)c1ccc(C(=O)NNC(=O)c2ccccc2)cc1	11	7	-3	-8	2	13	-3	-1.3	4
Cc1onc(-c2ccccc2Cl)c1C(=O)Nc1ccc(F)c(F)c1	13	1	3	-2	1	-10	-6	-2.4	2
CC1CC(C)CN(CCOc2cccc(Cl)c2Cl)C1 (configuration not stated)	15	4	-15	-14	1	3	-3	1.3	-2
O=C(CN(c1ccccc1)S(=O)(=O)c1ccc(Cl)cc1)Nc1ccccc1C(=O)N1CCCC1	36	7	0	3	-3	10	-1	-1.2	20
O=[N+]([O-])c1ccccc1-c1ccc(C(=S)N2CCN(c3ccccc3)CC2)o1	29	-5	2	-7	3	14	2	5.0	-24
CC(C)[C@H](NC(=O)c1ccccc1)C(=O)OCC(=O)NCC1CCCO1 (some centres not stated)	-9	20	7	-4	1	-4	-4	0.0	11
CC(=O)c1ccc(C)cc1OC(=O)c1cccc(F)c1	11	23	-5	-21	-2	15	-1	-0.7	-3
O=C1Nc2ccc(Br)cc2C12OCCO2	13	13	-3	4	-2	2	-1	-1.1	17
O=C(CCc1nnc2ccc(NCc3ccccc3Cl)nn12)NCC1CCN(C2CCCC2)C1 (configuration not stated)	4	16	3	-6	-4	18	-2	-1.3	-19
N#Cc1c(-c2ccncc2)c2c([nH]c1=S)CCCC2	3	-23	9	-8	-2	-2	6	1.8	3
O=C(NCCC1=CCCCC1)C1CCN(S(=O)(=O)c2cccc(C(F)(F)F)c2)CC1	26	17	-1	8	-2	7	-2	0.6	-8
O=C(Nc1ccc(Cl)cc1)Nc1nc(-c2ccccc2O)cs1	-18	27	-23	10	13	-10	2	3.2	-27
CC(=O)N1CCC(N(C(=O)Nc2ccc(F)cc2)C2CCCC2)CC1	-9	12	0	-5	2	-5	-2	1.0	12

Structures above that have an NH in an aromatic ring:
SMILES	tim23-1 inh	Mdm2 MdmX PPI	CXCR6 block	EBI2 antag	XBP1 UPR activ	CCR6 antag	APJ ag	UPR CHOP act	APJ antag
CCCn1c(Sc2nc3c(c(=O)[nH]c(=O)n3C)n2CCC)nc2c1c(=O)[nH]c(=O)n2C	-1	19	3	8	-3	6	-2	1.4	16
CCCCn1c(N)c(N(CCOC)C(=O)COC(=O)c2ccccc2OCC)c(=O)[nH]c1=O	-3	-4	0	-3	0	12	3	1.0	-7
CC1CC(C)(C)CC2(C1)NC(=O)N(CC(=O)Nc1ccc3[nH]c(=O)[nH]c3c1)C2=O (configuration not stated)	6	22	5	5	-1	8	2	-0.5	14
CCC/C(O)=C1\C(=O)CC(c2ccccc2)CC1=NCCc1c(C)[nH]c2ccc(C)cc12 (configuration not stated)	13	16	9	9	-3	9	-3	2.8	10
CCCn1c(N)c(C(=O)CSc2nnc(-c3cccnc3)n2-c2ccc(C)cc2C)c(=O)[nH]c1=O	-1	10	-14	-1	-3	18	-3	0.3	12
COc1cc(/C=C/c2cc(C(F)(F)F)[nH]c(=O)n2)cc(OC)c1OC	18	49	-1	-9	-3	11	-2	0.6	-1
N#Cc1c(-c2ccncc2)c2c([nH]c1=S)CCCC2	3	-23	9	-8	-2	-2	6	1.8	3

Single values from the entries so far.
Entry for CC(NC(=O)COC(=O)C1=NN(c2ccccc2)C(=O)CC1)c1ccccc1 (configuration not stated) in APJ ag: -4
Entry for N#Cc1c(-c2ccncc2)c2c([nH]c1=S)CCCC2 in CCR6 antag: -2

Screening results: PubChem BioAssay, Sanford-Burnham Center for Chemical Genomics
